Abs 340nm = absorbance at 340 nm; AID 708; compound absorbance at 340 nm, fold over control; 65,000 tested, under 10 active; fold change at 10 µM;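 active = at 10 µM dose, initial 340 nm absorbance at least 2 fold that of control wells; inactive = change under 2 fold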;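 also: initial absorbance extrapolated from kinetic A340 decline of NADH oxidation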
ROCK2 inh = blocks human Rho kinase 2 activity; O75116; purified ROCK2, Kinase-Glo ATP depletion luminescence; inhibition, % at 6 µM; 0.35% of 60,000 active; AID 604;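 active = inhibition above the screen-wide mean inhibition plus 3 SD, cut at about 18% in these data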;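 also: plate controls were DMSO wells for no effect and Y-27632 control wells after no-enzyme background subtraction for full effect; many of its hits are not listed in these tables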
PKA inh = inhibitors of human protein kinase A | inhibition, % at 6 µM | AID 524 | P17612 | PKA Kemptide phosphorylation, Kinase-Glo ATP luminescence | 0.1% of 65,000 active;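 active = inhibition above the screen-wide mean inhibition plus 3 SD, cut at about 21% in these data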; also: many of its hits are not listed in these tables
tolC growth inh = E. coli tolC mutant growth inhibition; E. coli BW25113 tolC mutant growth, OD615; growth inhibition, % at 10 µM (by protocol); 2.2% of 65,000 active;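 active = growth inhibition at or above a cutoff equal to the mean over every tested compound plus 3 SD, cut at about 60% in these data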;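 also: growth measured after 20 h incubation at 37 °C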
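Test system: tolC-deleted E. coli BW25113; medium: LB with kanamycin 50 µg/mL; compound: single-point testing at 10 µM; incubation: 20 h compound exposure of bacteria at 37 °C; signal: OD at 615 nm; evaluation: growth inhibition in percent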
JNK3 inh = JNK3 (human) kinase inhibition. purified JNK3 kinase activity, HTS. inhibition, % at 8 µM. 0.61% of 60,000 active. AID 746; in the data active = inhibition above about 17%;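 also: 0% = DMSO and 100% = reference inhibitor; many of its hits are not listed in these tables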
Target sequence (P53779 whole entry, looked up): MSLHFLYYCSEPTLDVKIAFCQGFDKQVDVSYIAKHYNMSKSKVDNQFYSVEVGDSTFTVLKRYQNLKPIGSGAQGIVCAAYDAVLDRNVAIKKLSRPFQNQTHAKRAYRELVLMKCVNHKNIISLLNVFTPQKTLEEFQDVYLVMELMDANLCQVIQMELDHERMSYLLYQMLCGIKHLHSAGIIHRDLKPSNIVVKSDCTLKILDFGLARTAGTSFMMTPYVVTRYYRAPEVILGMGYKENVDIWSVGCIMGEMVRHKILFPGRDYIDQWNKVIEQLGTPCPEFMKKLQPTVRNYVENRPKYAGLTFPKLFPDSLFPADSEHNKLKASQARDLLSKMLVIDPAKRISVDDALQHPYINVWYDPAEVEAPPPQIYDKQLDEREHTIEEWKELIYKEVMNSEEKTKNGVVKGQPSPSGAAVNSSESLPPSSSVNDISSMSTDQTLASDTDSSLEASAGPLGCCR
Autofluor 339 = intrinsic fluorescence of library compounds, ex339/em460 – biochemical, MLSMR library, data from DPM-DC assay, artefact control, profiling panel | compound autofluorescence, ex339/em460 nm, NADH buffer; active compounds read high; 1 = no-compound wells, NADH background | fluorescence fold increase at 10 µM | 5.5% of 65,000 active;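 active = at 10 µM, mean starting fluorescence two-fold or more over control wells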;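 also: signal is the first read of a kinetic run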
MMP-13 inhibitor = blocks human MMP13 activity | P45452 | MMP-13 fTHP FRET cleavage, Mca fluorescence | inhibition, % at 4 µM | 0.07% of 65,000 active;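 active = inhibition above the mean of compound-free control plate wells plus 3 SD, cut at about 14% in these data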;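 also: 0% = DMSO wells and 100% = wells with reference MMP-13 inhibitor after basal subtraction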
NADH coupling = blocks coupling enzymes of NAD/NADH assays; IC50, µM (highest dose often 10 µM), for the others: at the highest dose inhibition; coupled PK/LDH NADH assays, four targets; 0.02% of 65,000 active;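 active = single-dose screening hits from any of four coupled enzyme assays that gave an IC50 when retested across doses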;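 also: the DPM-DC format reads NADH fluorescence rather than 340 nm absorbance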
HEK293 NFkB inh = inhibitors of the PMA/ionomycin-induced NF-kB reporter in HEK293 cells. HEK-293 NF-kB luciferase reporter, luminescence. inhibition, % at 3 µM. 0.21% of 62,000 active;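 active = inhibition above the mean of all tested compounds plus 3 SD, cut at about 40% in these data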;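 also: 0% = stimulated DMSO wells and 100% = 10 µM reference inhibitor 5653914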
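System – HEK-293 cells with stable firefly luciferase reporter driven by four HIV NF-kB elements · Doses – one dose, 3 µM · Schedule – 1 h compound pre-incubation, 16 h PMA/ionomycin at 37 °C · Technique – luminescence from luciferase substrate reagent · Measure – percent inhibition normalized per plate to DMSO and reference-inhibitor controls · Replicates – tested once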
An asterisk follows results filed as active; / = not tested or not shown; [ ] = another dose, or the depositor's remark.

SMILES	Abs 340nm	ROCK2 inh	PKA inh	tolC growth inh	JNK3 inh	Autofluor 339	MMP-13 inhibitor	NADH coupling	HEK293 NFkB inh
COc1ccc(S(=O)(=O)N2CCC(C(=O)N3CCN(c4ccccc4OC)CC3)CC2)cc1	1	/	6	4	/	1	5	2%	17
COC(=O)CSc1ccc2nnc(-c3ccc(OC)c(OC)c3)n2n1	1	6	6	4	-3	1.1	-4	7%	-2
CCOCCn1c(CN2CCC(C)CC2)nc2c1c(=O)n(C)c(=O)n2C	1	-3	-2	-6	-7	1.1	0	1%	15
O=C(Nc1nnc(SCc2ccccc2F)s1)c1ccco1	1.1	0	-5	6	9	1.1	0	6%	/
CCN(CC)C(=O)C1CCN(c2ncnc3c2cnn3-c2ccc(C)cc2C)CC1	1	-4	3	-5	-4	1.1	-4	4%	/
COc1ccc(C(=O)N2CCCC(c3ccccc3)C2)cc1 (stereo unspecified)	1	9	4	11	-4	1.1	-11	0%	/
CN(Cc1nc2ccccc2n1C)C(=O)c1cccs1	1.1	7	16	-10	6	1.1	-6	2%	1
CCC(OC(=O)CC1Sc2ccccc2NC1=O)C(=O)NCC1CCCO1 (stereo unspecified)	1	-2	-3	-13	3	1.1	8	2%	15
Cc1cc(NC(=O)CSc2nnc(C3CC3)n2N)no1	1.1	-3	3	-4	-8	1.1	5	3%	-6
O=C(O)C1CCCCC1C(=O)Nc1nccs1 (stereo unspecified)	1	2	-1	-4	-7	1.1	5	11%	5
Cc1ccc(C(=O)N(CC(=O)NC2CCCC2)Cc2cccs2)s1	1	7	15	-6	3	1.1	2	4%	6
Cc1cnc(SCCc2ccncc2)nc1C	1.1	9	12	-1	2	1.1	-10	6%	10
COc1ccc(C(c2nnnn2C2CCCC2)N2CCC(C)CC2)cc1 (stereo unspecified)	1	-2	4	31	-11	1.1	4	5%	18
CCCCn1c(CN(C)Cc2ccccc2)nc2c1c(=O)n(C)c(=O)n2C	0.99	-8	-5	/	-1	1	8	5%	11
Fc1ccc(CN2CCCCCCC2)c(F)c1	1.1	5	5	-13	-2	1.1	2	12%	12
COc1ccc(-c2cc(C(F)(F)F)n3nc(C(=O)O)nc3n2)cc1	1.1	5	5	-7	-2	2.9*	-12	11%	11
CC(CC(=O)O)NCC1COc2ccccc2O1 (stereo unspecified)	1	0	8	-2	-5	1.1	-9	11%	14
COc1ccc2nc3oc(C(=O)N4CCCCC4)cc3cc2c1	1	1	1	11	3	3.4*	-123[fluorescence artefact?]	16%[fluoresces]	-23
Cc1csc(SCC(=O)N2CCN(S(=O)(=O)c3ccccc3)CC2)n1	1	4	10	3	-1	1.1	4	6%	18
COc1ccc(Nc2cc(C(=O)NCCCN3CCN(C)CC3)c3ccccc3n2)cc1	1.1	-1	9	-9	-20	1.1	5	5%	14
Cc1ccc(-c2nnc(N3CCOCC3)c3ccccc23)cc1S(=O)(=O)NCC1CCCO1 (stereo unspecified)	1	2	8	4	-6	1.1	7	3%	14
CCOC(=O)c1sc(NC(=O)c2cc3c(C)nn(-c4ccccc4)c3s2)nc1C	1	/	6	-4	/	1.1	3	9%	7
CC1Cc2ccccc2N1C(=O)Cn1nc(C(=O)O)c2ccccc2c1=O (stereo unspecified)	1	7	12	18	-1	1.1	-9	4%	7
CCOC(=O)CC1=C(C#N)C(c2cccnc2)C(C(=O)OCC)=C(N)O1 (stereo unspecified)	1.1	/	10	3	/	1.1	7	12%	16
CC(=O)Nc1ccc(NC(=O)CN2CCCC(C)C2)c(Cl)c1 (stereo unspecified)	1	6	-2	-2	-1	1.1	0	3%	-4
O=C1CN(C(=O)c2ccccc2F)c2ccccc2N1	1.1	4	7	4	-2	1.1	3	3%	-4
Cc1ccc(N=Cc2ccc(O)cc2O)cc1F	1	4	7	2	6	1	0	4%	-14
CCN1CCN(c2cc(=O)n(-c3cc(Cl)ccc3C)c(=O)[nH]2)CC1	0.97	/	-6	-8	/	1.2	0	2%	6
Cc1onc(-c2ccccc2)c1C(=O)Nc1cccc2nsnc12	1.1	4	9	-6	-12	2	-7	10%	6
COc1nonc1NC(=O)CSc1nc2ccccc2[nH]1	0.97	3	9	-13	0	1.1	1	9%	8
O=C(CN1CCOCC1)Nc1cccc(Cl)c1Cl	0.98	4	4	-8	6	1	0	6%	11
O=C(NCC1COc2ccccc2O1)C1CCCN(S(=O)(=O)c2cnc[nH]2)C1 (stereo unspecified)	0.98	-2	2	-9	-3	1	4	1%	0
Cc1cccc(C)c1NC(=O)CCCSc1nnnn1C	1	-2	2	-9	2	1.1	-13	8%	6
COc1ccccc1CCNC(=O)CSc1nc(-c2ccco2)cc(C(F)(F)F)n1	1.1	6	8	0	4	1.1	-2	2%	-2
COc1ccccc1NC(=O)Cc1cccs1	1	9	9	3	1	1.1	4	2%	15
O=C1C2C3CCCC3=C3CCCC3C2C(=O)N1c1ccccc1 (stereo unspecified)	1	-2	2	3	-4	1.1	1	4%	12
COc1ccc(C(=O)NC2CCN(C(=O)NC3CCCCC3)CC2)cc1	1	7	13	-10	2	1.1	8	3%	11
O=C(CCCCCn1c(=O)[nH]c2ccsc2c1=O)NCc1cccs1	1	/	-5	7	/	1.1	4	5%	17
CCCS(=O)(=O)N1CCC(C(=O)NCCCN(C)Cc2ccccc2)CC1	1	6	6	-18	0	1.1	-7	2%	-8
COC(=O)C1CCN(S(=O)(=O)c2c(C)n(C)c(=O)n(C)c2=O)CC1	1	-2	-3	-9	-2	1.1	11	3%	4
O=C(c1cccc(F)c1)N1CCc2ccccc21	1	/	/	-6	/	1	/	2%	/
O=C(Nc1ccc2c(c1)OCCO2)C1CCCN(S(=O)(=O)c2cnc[nH]2)C1 (stereo unspecified)	0.98	2	-4	-15	0	1	6	2%	13
CCOc1ccc2noc3c2c1C(=O)c1ccccc1-3	1	6	10	-3	4	1.1	2	1%	-1
CCCN(CCC)C(=O)COc1cc(=O)n(CC)c2ccccc12	1.1	3	2	-5	1	1.1	0	1%	7
Cc1c(-c2ccccc2)nc2ccccc2c1C(=O)O	1	5	10	-11	1	1.1	0	7%	4

Single records (already shown). Order of screens: Abs 340nm | ROCK2 inh | PKA inh | tolC growth inh | JNK3 inh | Autofluor 339 | MMP-13 inhibitor | NADH coupling | HEK293 NFkB inh
O=C(Nc1ccc2c(c1)OCCO2)C1CCCN(S(=O)(=O)c2cnc[nH]2)C1 (stereo unspecified) across the screens: 0.98 | 2 | -4 | -15 | 0 | 1 | 6 | 2% | 13
O=C1C2C3CCCC3=C3CCCC3C2C(=O)N1c1ccccc1 (stereo unspecified) across the screens: 1 | -2 | 2 | 3 | -4 | 1.1 | 1 | 4% | 12
Cc1c(-c2ccccc2)nc2ccccc2c1C(=O)O across the screens: 1 | 5 | 10 | -11 | 1 | 1.1 | 0 | 7% | 4

More results.
SMILES	Abs 340nm	ROCK2 inh	PKA inh	tolC growth inh	JNK3 inh	Autofluor 339	MMP-13 inhibitor	NADH coupling	HEK293 NFkB inh
C=CCOc1nc2c(c(=O)n(Cc3ccc(Cl)c(Cl)c3)c(=O)n2C)n1C	1	12	7	11	1	1.1	-1	2%	/
O=C1c2ccc(Oc3ccc4c(c3)C(=O)N(CCCCO)C4=O)cc2C(=O)N1CCCCO	1.1	-7	-8	-19	-15	1.1	-2	10%	-4
CCn1c(=O)c(C(=O)NCc2ccc(OC)c(OC)c2)c(O)c2ccccc21	1	-2	9	0	-6	1.1	0	10%	13
CCCc1cc(C(=O)Cc2ccc(F)cc2)c(O)cc1O	0.94	8	5	8	2	1.1	-2	8%	/
COc1ccccc1Nc1nc(N)nc(CSc2nc(C)cc(C)n2)n1	1	1	3	4	-5	1.1	-2	3%	15

Grouped by structure: the entries above containing an aryl methoxy group (13)
SMILES	Abs 340nm	ROCK2 inh	PKA inh	tolC growth inh	JNK3 inh	Autofluor 339	MMP-13 inhibitor	NADH coupling	HEK293 NFkB inh
COc1ccc(S(=O)(=O)N2CCC(C(=O)N3CCN(c4ccccc4OC)CC3)CC2)cc1	1	/	6	4	/	1	5	2%	17
COC(=O)CSc1ccc2nnc(-c3ccc(OC)c(OC)c3)n2n1	1	6	6	4	-3	1.1	-4	7%	-2
COc1ccc(C(=O)N2CCCC(c3ccccc3)C2)cc1 (stereo unspecified)	1	9	4	11	-4	1.1	-11	0%	/
COc1ccc(C(c2nnnn2C2CCCC2)N2CCC(C)CC2)cc1 (stereo unspecified)	1	-2	4	31	-11	1.1	4	5%	18
COc1ccc(-c2cc(C(F)(F)F)n3nc(C(=O)O)nc3n2)cc1	1.1	5	5	-7	-2	2.9*	-12	11%	11
COc1ccc2nc3oc(C(=O)N4CCCCC4)cc3cc2c1	1	1	1	11	3	3.4*	-123[fluorescence artefact?]	16%[fluoresces]	-23
COc1ccc(Nc2cc(C(=O)NCCCN3CCN(C)CC3)c3ccccc3n2)cc1	1.1	-1	9	-9	-20	1.1	5	5%	14
COc1nonc1NC(=O)CSc1nc2ccccc2[nH]1	0.97	3	9	-13	0	1.1	1	9%	8
COc1ccccc1CCNC(=O)CSc1nc(-c2ccco2)cc(C(F)(F)F)n1	1.1	6	8	0	4	1.1	-2	2%	-2
COc1ccccc1NC(=O)Cc1cccs1	1	9	9	3	1	1.1	4	2%	15
COc1ccc(C(=O)NC2CCN(C(=O)NC3CCCCC3)CC2)cc1	1	7	13	-10	2	1.1	8	3%	11
CCn1c(=O)c(C(=O)NCc2ccc(OC)c(OC)c2)c(O)c2ccccc21	1	-2	9	0	-6	1.1	0	10%	13
COc1ccccc1Nc1nc(N)nc(CSc2nc(C)cc(C)n2)n1	1	1	3	4	-5	1.1	-2	3%	15

Bioassay records from PubChem BioAssay.

An excerpt; count on the stated rates, not on these rows.
